# Screening results deposited in PubChem by several laboratories.
# DAX1 inh-1: inhibitors of human orphan nuclear receptor DAX1 (NR0B1); AID 504766; P51843; 0.99% of 340,000 active; inhibition, % at 6.75 µM; HEK293 Gal4-DAX1 luciferase reporter, luminescence;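 active means inhibition above the mean over all tested compounds plus 3 SD, cut at about 4.2% in these data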;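 further: 0% = DAX1-transfected cells with DMSO and 100% = empty-vector control cells with DMSO; inhibition shows as a rise in luminescence from relieved DAX1 repression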
# hgDAF-12 ag: activates the H. glycines DAF-12 receptor ligand-binding domain | HEK293 GAL4-hgDAF12 UAS-luciferase reporter, agonist luminescence; normalized to butyrate control | activation, % at 6.8 µM | 1.8% of 370,000 active | AID 687014;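 active means activation above a cutoff set at the mean of all screened compounds plus 3 SD, cut at about 10% in these data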;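 further: 0% = DMSO wells and 100% = sodium butyrate wells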
# PG9 Ab binder: small molecules binding HIV-1 gp120 antibody PG9. TR-FRET gp120-PG9 antibody binding. inhibition, % at 6.7 µM. 0.43% of 360,000 active. AID 624416; in the data active means inhibition above about 8.5%
# SMARCA2 act: SMARCA2 function activation, primary screen; AID 652017; 1% of 370,000 active; MG213 cells, MMTV-luciferase reporter, dexamethasone, overnight; activation, % at 9.1 µM; in the data active means activation above about 7.8%;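 further: 0% = vehicle wells and 100% = reference activator wells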
# ssDAF-12 act: activators of S. stercoralis DAF-12 nuclear receptor. 1% of 370,000 active. AID 652126. HEK293 ssDAF-12/GRIP1 lit1-tk-luc reporter, luminescence; % of 3 µM dafachronic acid response. activation, % at 6.8 µM;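 active means activation above the mean over all tested compounds plus 3 SD, cut at about 0.9% in these data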;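 further: 0% = DMSO-only wells and 100% = 3 µM delta7-dafachronic acid wells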
# DAX1 inh-2: inhibitors of DAX1 repression of SF-1 activated StAR promoter. HEK293T StAR-luciferase reporter, SF-1/DAX-1 repression relief. inhibition, % at 6.8 µM. 1.1% of 370,000 active. AID 652010;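 active means inhibition above the mean over all tested compounds plus 3 SD, cut at about 3.6% in these data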;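 further: 0% = DAX-1 cells with DMSO and 100% = cells lacking DAX-1 with DMSO; higher inhibition means more luminescence from relief of DAX-1 repression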
# hcDAF12 agonist: activates DAF-12 receptor from parasite H. contortus; AID 652067; activation, % at 6.8 µM; HEK293 hcDAF-12 lit1-tk-luc reporter, luminescence; 0% DMSO, 100% Δ7-dafachronic acid; 1.4% of 370,000 active;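 active means activation above the mean of all tested compounds plus 3 SD, cut at about 5.5% in these data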;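 further: 100% = response to 3 µM Δ7-dafachronic acid high control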
# PLCb3 inh: PLC-beta3 (human) inhibition, primary screen; Q01970; inhibition, % at 12.2 µM; AID 720704; 0.18% of 370,000 active; Purified PLC-beta3, fluorogenic substrate, fluorescence; in the data active means inhibition above about 11%;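 further: 0% = median of compound wells on plate and 100% = full blocker control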
# Target sequence (Q01970 whole entry, looked up): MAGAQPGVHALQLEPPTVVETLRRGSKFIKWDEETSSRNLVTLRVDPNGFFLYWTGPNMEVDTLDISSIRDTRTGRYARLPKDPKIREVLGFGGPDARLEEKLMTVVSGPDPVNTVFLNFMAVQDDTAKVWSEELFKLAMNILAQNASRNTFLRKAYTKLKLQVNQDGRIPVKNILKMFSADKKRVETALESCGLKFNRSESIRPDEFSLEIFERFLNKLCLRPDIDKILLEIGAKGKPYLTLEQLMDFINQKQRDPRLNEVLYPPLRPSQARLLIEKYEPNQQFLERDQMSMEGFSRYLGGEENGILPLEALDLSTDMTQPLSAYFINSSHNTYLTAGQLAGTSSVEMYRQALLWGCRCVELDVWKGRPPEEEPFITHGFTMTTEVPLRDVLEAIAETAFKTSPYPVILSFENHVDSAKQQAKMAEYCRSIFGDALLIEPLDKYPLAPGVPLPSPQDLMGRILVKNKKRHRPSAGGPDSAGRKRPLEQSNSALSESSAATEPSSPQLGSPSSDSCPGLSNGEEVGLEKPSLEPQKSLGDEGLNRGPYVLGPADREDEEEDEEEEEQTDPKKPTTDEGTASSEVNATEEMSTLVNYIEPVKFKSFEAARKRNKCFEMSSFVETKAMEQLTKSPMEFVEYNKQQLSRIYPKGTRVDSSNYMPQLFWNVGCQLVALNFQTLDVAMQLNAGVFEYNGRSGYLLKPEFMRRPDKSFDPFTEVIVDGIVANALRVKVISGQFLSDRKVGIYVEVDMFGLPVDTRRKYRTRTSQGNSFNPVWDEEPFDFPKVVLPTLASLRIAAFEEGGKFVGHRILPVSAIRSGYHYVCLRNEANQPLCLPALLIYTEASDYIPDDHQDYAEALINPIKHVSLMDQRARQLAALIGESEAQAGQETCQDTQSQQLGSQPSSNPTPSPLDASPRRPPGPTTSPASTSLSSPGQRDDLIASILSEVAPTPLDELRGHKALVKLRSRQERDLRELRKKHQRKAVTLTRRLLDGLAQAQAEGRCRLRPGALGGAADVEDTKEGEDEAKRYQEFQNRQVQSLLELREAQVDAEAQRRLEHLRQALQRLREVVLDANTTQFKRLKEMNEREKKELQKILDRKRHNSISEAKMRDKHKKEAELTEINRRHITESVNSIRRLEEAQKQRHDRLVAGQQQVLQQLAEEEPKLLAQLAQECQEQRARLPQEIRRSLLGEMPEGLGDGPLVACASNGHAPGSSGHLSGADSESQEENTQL
# sPLA2-III inh: Inhibits HGIII-sPLA2 liposome hydrolysis, primary screen; Q9NZ20; QFRET BODIPY PC-A2 liposome hydrolysis, fluorescence; inhibition, % at 12.2 µM; 0.56% of 370,000 active; AID 743126;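 active means inhibition above mean plus 3 SD of compounds lying within the high and low control bounds, cut at about 19% in these data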;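 further: 0% = median of test compound wells and 100% = no enzyme DMSO wells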
# GAA850 FXN act: frataxin GAA850 promoter activation; HEK293 lucGAA850 FXN promoter luciferase reporter, 24 h; percent of 10 µM SAHA response; activation, % at 6 µM; 0.56% of 360,000 active; AID 540364;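 active means activation above the average of all compounds screened plus 3 SD, cutoff fixed separately per campaign, cut at about 7.5% in these data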;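 further: 0% = DMSO wells and 100% = 10 µM SAHA wells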
# Rev-erbA mod: modulators of human Rev-erb alpha DNA binding. P20393. Rev-erbα–FITC-DNA binding, fluorescence polarization, 90 min. activity, % at 10 µM. 0.79% of 370,000 active;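 active means activity above about 14%, limit read from the data; passing the limit was not always enough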;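 further: 0% = DMSO wells with 35 nM protein and 100% = DMSO wells with 750 nM protein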
# An asterisk follows results filed as active; i = inactive; / = no result given.
# Each structure is followed by: DAX1 inh-1	hgDAF-12 ag	PG9 Ab binder	SMARCA2 act	ssDAF-12 act	DAX1 inh-2	hcDAF12 agonist	PLCb3 inh	sPLA2-III inh	GAA850 FXN act	Rev-erbA mod
CC1CCC2(CC1)NC(=O)N(CC(=O)Nc1ccc(N3CCOCC3)cc1)C2=O (stereo not drawn)
 : -0.2	-2.7	-3.7	2	-1.4	-1.6	0.1	-3	1	1.3	-4
CCCCN1C(=O)C(CC(=O)NCc2cccc3ccccc23)CC(C(=O)N2CCCCCC2)=C1C (stereo not drawn)
 : /	1.1	0.4	1	-0.5	-2.1	-1.2	0	-12	/	2
CC(C)c1ccc(CC(=O)N2CCC2(C)C(=O)NCC(C)(C)C)cc1 (stereo not drawn)
 : /	-4.2	-0.7	0	-1.3	-1.0	-1.9	5	4	1.4	1
COc1cc(NC(=O)CSc2ccc3c(c2)OCCO3)cc(OC)c1OC
 : 1.1	-4.2	-1.4	-1	-1.6	-1.6	-2.0	-2	-2	-0.7	3
CC1(C)CN(Cc2ccccc2)C(=O)[C@H]1CC(=O)Nc1ccccc1
 : 3.0	-3.0	-0.6	-3	-1.4	-0.8	-1.7	3	14	1.0	3
O=C(c1cccs1)N1CCC(C(=O)N2CCN(Cc3ccc4c(c3)OCO4)CC2)CC1
 : -1.0	-4.0	-3.0	-3	-1.3	0.1	0.1	2	-1	-0.8	-7
Cc1c(OC(C)C(=O)NCC2CCC(C(=O)O)CC2)ccc2c3c(c(=O)oc12)CCCC3 (stereo not drawn)
 : 0.6	-0.4	-1.1	-6	-0.4	-0.1	0.9	-5	5	0.0	1
COc1ccc2cc(CN(Cc3cccnc3)S(=O)(=O)c3ccccc3)c(=O)[nH]c2c1
 : -1.7	-1.6	1.1	-1	-2.2	-0.4	-0.6	-8	-16	-1.9	1
COc1ccc(NS(=O)(=O)c2ccc3c(c2)NC(=O)CO3)cc1
 : 0.3	0.8	-2.2	0	-1.1	-0.3	-0.9	3	-4	1.0	-3
COC(=O)c1ccc(N/C=C\C(=O)c2ccc3c(c2)OCO3)cc1
 : 1.0	-1.6	0.1	2	-1.0	1.3	-0.1	-5	-6	2.9	118*
COc1ccc(C(=O)NNC2=NS(=O)(=O)c3ccccc32)cc1OC
 : -0.1	-0.6	-0.5	-3	-0.9	-0.1	-1.3	-3	4	-2.2	4
COc1ccc(S(=O)(=O)N2CCN(Cc3ccccc3)CC2)c(C)c1
 : -1.7	-2.5	-0.2	-4	-1.8	-0.1	-0.6	-4	-3	0.9	-3
CC(=O)Nc1ccc(S(=O)(=O)Nc2nc3ccccc3nc2Nc2ccc(O)c(C(=O)O)c2)cc1
 : 0.3	1.3	-2.7	-2	-0.7	-0.3	2.4	-55	-20	1.3	-4
FC(F)Oc1ccc(NC(=S)NC2CCCCCCC2)cc1
 : -0.4	9.2	-2.1	0	-0.8	0.3	-1.0	-3	0	3.4	3
O=C(Nc1ccccc1)NC1(C(=O)N2CCN(c3ncccn3)CC2)CCCCC1
 : 1.1	-3.2	-0.2	-4	-0.9	-0.9	-0.8	0	7	-0.7	-2
CCc1ccc(N2CC(C(=O)OCc3csc(CC(=O)Nc4ccccc4C)n3)CC2=O)cc1 (stereo not drawn)
 : -0.5	-1.1	1.6	3	-1.4	0.2	-1.0	-6	8	1.5	-6
CCCCC(=O)Nc1nn(CC(C)C)c2nc3ccccc3cc12
 : -0.3	1.0	-0.9	0	-0.6	0.3	0.9	-80	7	4.2	8
CN(CC(=O)NCCCc1ccccc1)Cc1ccc(Br)cc1
 : -1.2	-1.3	-0.1	-1	-1.1	-0.8	-0.9	-1	-8	-1.9	3
O=C1/C(=C\c2c(NCCOCCO)nc3ccccn3c2=O)SC(=S)N1Cc1ccco1
 : -0.2	-2.1	-1.7	0	-1.4	-0.1	-1.1	-104	-4	-3.4	33*
COc1ccc(CCNC(=O)c2cccnc2)cc1
 : 0.7	2.9	0.0	0	-0.7	0.6	-1.2	1	-1	0.6	-1
CCN1CCc2nc(N)sc2C1
 : -0.7	0.1	-0.3	-5	-1.1	-0.1	-0.7	-11	5	1.4	-1
CCCS(=O)(=O)c1c(S(=O)(=O)CCC)c2c(N)cccn2c1C(=O)OC
 : -0.1	-4.1	1.5	-5	-0.4	-0.6	3.2	-67	-19	3.0	5
Cc1cccc(Nc2ccccc2C(=O)NCc2ccco2)c1C
 : 0.3	1.1	-0.1	-2	-1.6	-0.7	-3.1	-22	-2	-2.7	2
O=C(Nc1sc2c(c1C(=O)N1CCOCC1)CCCCC2)c1cccnc1
 : 2.7	-1.0	-0.3	-2	-0.4	0.8	0.4	0	0	5.0	2
Cc1ccc(CNC(=O)C2CC(c3ccccc3F)=NO2)cc1 (stereo not drawn)
 : -0.3	3.0	0.7	2	-1.5	-0.7	-0.7	-1	-3	0.2	-6
COc1ccc(C(=O)NC(=C(Cl)Cl)S(=O)(=O)c2ccc(C)cc2)cc1
 : -1.4	-2.9	-1.6	-1	-1.1	-3.2	-2.2	-3	5	2.5	8
CCOC(=O)c1c(NC(=O)CSc2nnc(C)s2)sc2c1CCN(C)C2
 : -0.8	-2.3	-0.7	1	-1.4	-0.8	-0.8	-13	-10	0.8	-16
COc1ccc2nc(-c3ccc(CN4CCC5(CC4)CNc4ccccc45)cc3)c(-c3ccccc3)nc2c1
 : /	4.2	-0.4	6	-1.3	-0.5	-1.4	-67	7	/	-4
Cc1ccc(NC(=O)c2cc(S(=O)(=O)Nc3ccc(C)cc3)cs2)cc1
 : -1.4	3.0	0.6	-2	-0.9	-0.5	-1.0	-2	-67	-0.9	1
COCCn1c(-c2ccccc2Cl)nc2c(c(=O)c3ccccc3n2C)c1=O
 : 0.5	-0.7	-0.8	0	-1.6	0.8	0.3	-4	5	1.5	3
COc1ccc2c(c1)CC/C(=C/c1ccco1)C2=O
 : 2.3	16*	-2.5	20*	0.2	4.2*	8.6*	-59	-5	3.8	-4
Cc1cccc(Oc2cc(N)cc([N+](=O)[O-])c2)c1
 : 0.4	-1.0	-0.2	-2	-1.5	-0.4	-3.0	-1	20*	4.7	16
COc1ccccc1-c1cc(C(=O)N2CCCC2)no1
 : 2.8	9.2	-1.6	4	0.4	2.5	6.5*	-6	-1	3.2	-8
O=C(COC(=O)COc1ccc(Cl)cc1Br)NC1CC1
 : -1.2	-1.4	0.5	3	-1.4	0.1	0.3	3	2	1.0	-2
COc1cc2c3nnc(-c4ccc(F)cc4)c-3cn(Cc3ccccc3F)c2cc1OC
 : 0.9	0.0	1.4	2	-2.2	0.3	0.9	-242	-3	6.1	21*
CC(Oc1ccc(Br)cc1Br)C(=O)Nc1cccnc1 (stereo not drawn)
 : 1.3	-1.4	-0.7	-3	-1.0	0.1	-1.4	-48	1	-0.8	5
COc1cccc2cccc(/C=N/n3cnnc3)c12
 : -1.9	0.1	2.5	2	-1.8	-0.4	-1.9	i	0	2.4	5
Cc1cccc(C)c1NC(=O)C1(N(C(=O)c2ccccn2)c2ccc(O)cc2)CCCCC1
 : 3.9	7.4	-0.4	-4	-0.5	0.5	-0.5	1	-4	-0.2	1
CCOc1ccc(CCNC(=O)c2cccc(S(=O)(=O)N3CCN(C(C)=O)CC3)c2)cc1OCC
 : 0.5	-3.1	1.4	0	-1.6	-0.7	0.2	-7	0	0.2	-4
O=C(CSc1ncn[nH]1)Nc1ncc(C(F)(F)F)cc1Cl
 : 1.2	-4.8	-0.4	-2	-0.9	-0.2	-1.4	-2	-18	1.7	0
Oc1ccc(-c2n[nH]c(C(F)(F)F)c2-c2ccccc2)c(O)c1
 : /	-8.8	-1.0	-6	-2.6	-3.0	-3.0	2	-36	-4.2	3
COc1ccc(NS(=O)(=O)c2cccc(C(=O)N3CCN(c4ccccc4O)CC3)c2)cc1
 : -0.3	-1.7	-1.2	-5	-1.1	-1.8	-1.1	1	-31	-2.4	7

# 5 compounds already listed, ordered by the number in Rev-erbA mod, largest number first.
compound	DAX1 inh-1	PG9 Ab binder	SMARCA2 act	ssDAF-12 act	DAX1 inh-2	hcDAF12 agonist	PLCb3 inh	sPLA2-III inh	Rev-erbA mod
Cc1cccc(Oc2cc(N)cc([N+](=O)[O-])c2)c1	0.4	-0.2	-2	-1.5	-0.4	-3.0	-1	20*	16
COc1ccc(NS(=O)(=O)c2cccc(C(=O)N3CCN(c4ccccc4O)CC3)c2)cc1	-0.3	-1.2	-5	-1.1	-1.8	-1.1	1	-31	7
Cc1cccc(C)c1NC(=O)C1(N(C(=O)c2ccccn2)c2ccc(O)cc2)CCCCC1	3.9	-0.4	-4	-0.5	0.5	-0.5	1	-4	1
CCOc1ccc(CCNC(=O)c2cccc(S(=O)(=O)N3CCN(C(C)=O)CC3)c2)cc1OCC	0.5	1.4	0	-1.6	-0.7	0.2	-7	0	-4
COc1ccccc1-c1cc(C(=O)N2CCCC2)no1	2.8	-1.6	4	0.4	2.5	6.5*	-6	-1	-8

# In the list so far, four contain a Cl atom.
# Each structure is followed by: DAX1 inh-1	hgDAF-12 ag	PG9 Ab binder	SMARCA2 act	ssDAF-12 act	DAX1 inh-2	hcDAF12 agonist	PLCb3 inh	sPLA2-III inh	GAA850 FXN act	Rev-erbA mod
COc1ccc(C(=O)NC(=C(Cl)Cl)S(=O)(=O)c2ccc(C)cc2)cc1
 : -1.4	-2.9	-1.6	-1	-1.1	-3.2	-2.2	-3	5	2.5	8
COCCn1c(-c2ccccc2Cl)nc2c(c(=O)c3ccccc3n2C)c1=O
 : 0.5	-0.7	-0.8	0	-1.6	0.8	0.3	-4	5	1.5	3
O=C(COC(=O)COc1ccc(Cl)cc1Br)NC1CC1
 : -1.2	-1.4	0.5	3	-1.4	0.1	0.3	3	2	1.0	-2
O=C(CSc1ncn[nH]1)Nc1ncc(C(F)(F)F)cc1Cl
 : 1.2	-4.8	-0.4	-2	-0.9	-0.2	-1.4	-2	-18	1.7	0
